# Bioassay records (PubChem BioAssay)
# NPY Y2 blocker = antagonists of human neuropeptide Y receptor Y2. 140,000 compounds, 0.99% hits. P49146. inhibition, % at 2.7 µM. NPY-Y2 expressing cells, antagonist mode; in the data active = inhibition above about 17%;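 note: 0% = vehicle with agonist challenge and 100% = reference antagonist with challenge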
# Target sequence (P49146 whole entry, looked up): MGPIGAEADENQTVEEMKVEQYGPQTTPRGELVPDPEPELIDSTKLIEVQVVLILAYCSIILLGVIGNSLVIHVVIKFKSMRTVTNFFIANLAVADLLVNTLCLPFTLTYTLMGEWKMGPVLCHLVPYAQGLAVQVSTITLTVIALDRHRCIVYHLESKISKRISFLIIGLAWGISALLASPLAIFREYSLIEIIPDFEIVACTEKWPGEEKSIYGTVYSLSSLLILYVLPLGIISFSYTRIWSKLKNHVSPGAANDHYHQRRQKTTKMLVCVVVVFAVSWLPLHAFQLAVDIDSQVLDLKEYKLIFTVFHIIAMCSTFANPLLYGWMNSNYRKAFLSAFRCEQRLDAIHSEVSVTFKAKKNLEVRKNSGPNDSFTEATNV
# GALR2 blocker = antagonists of human galanin receptor 2 (GALR2); AID 828; O43603; GALR2-expressing cells, antagonist mode; inhibition, % at 4 µM; 140,000 compounds, 0.39% hits; in the data active = inhibition above about 27%;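 note: cells stimulated with galanin 1-16 at roughly its EC80; 0% = agonist challenge control and 100% = basal control without agonist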
# Target sequence (O43603 whole entry, looked up): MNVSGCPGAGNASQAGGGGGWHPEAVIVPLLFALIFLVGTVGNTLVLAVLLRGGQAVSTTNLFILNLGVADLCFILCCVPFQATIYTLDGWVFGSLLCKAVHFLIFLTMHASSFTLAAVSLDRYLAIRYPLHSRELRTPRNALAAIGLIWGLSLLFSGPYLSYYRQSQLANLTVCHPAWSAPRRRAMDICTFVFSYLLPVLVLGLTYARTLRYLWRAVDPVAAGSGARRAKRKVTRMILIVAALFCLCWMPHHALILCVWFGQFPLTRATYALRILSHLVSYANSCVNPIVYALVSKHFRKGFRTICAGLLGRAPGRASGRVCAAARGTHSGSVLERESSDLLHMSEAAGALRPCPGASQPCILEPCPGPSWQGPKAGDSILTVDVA
# MRP-1 activ = MRP-1 activation; H69AR cells + doxorubicin, viability rescue, CellTiter-Glo; viability increase, % at 10 µM; 140,000 compounds, 0.61% hits; AID 799;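 active = viability gain under doxorubicin at or above a set limit, the compound median plus 3 SD, cut at about 4.7% in these data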;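 note: MRP-1 overexpressing cells given doxorubicin 25 µM after compound pretreatment; 18-22 h compound pretreatment then 72 h with doxorubicin before readout; 0% = doxorubicin-only wells and 100% = vehicle-treated cells without doxorubicin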
# BB579 growth dn = reduces growth of yeast BB579 in restrictive medium | S. cerevisiae BB579 growth, OD615, 48 h | inhibition, % at 10 µM | 140,000 compounds, 0.51% hits;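 active = inhibition above a set limit, 3 SD over the mean compound inhibition, cut at about 44% in these data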; note: inactives centre near -24
#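 Detection: OD615 turbidity measurement; Material: Saccharomyces cerevisiae DeaD strain BB579, replicative lifespan model yeast; Timing: 48 h exposure, 30 °C; Doses: single 10 µM dose; Medium: CSMM-D restrictive synthetic medium containing dextrose (glucose); Controls: amphotericin B at 10 µg/mL as positive control.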
# PTEN del growth = growth suppressors of cells with PTEN tumor suppressor deletion. HCT116 PTEN-null viability, CellTiter-Glo, 60 h; stronger effect = lower value. 140,000 compounds, 1.2% hits. viability, % at 10 µM;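 active = viability at or below a set limit, 4 SD under the median of all tested compounds, cut at about 3.7% in these data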;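 note: PTEN knockout HCT116 line with beta catenin targeted HCT116 as companion control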
# Measles CPE = protection of cells from measles virus | Measles virus-infected cells, CPE protection, absorbance | protection (pct of control), % at 4 µM | 140,000 compounds, 1.5% hits; in the data active = protection mostly above about 24%, no sharp cut-off; inactive = mostly below about 26%; note: some compounds called inactive have numbers as strong as hits
# Phagocytosis inh = inhibitors of macrophage phagocytosis; J774A.1 macrophage IgG-bead phagocytosis, imaging; inhibition, % at 5 µM; 110,000 compounds, 0.07% hits; AID 1029;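 active = inhibition above the mean of the plate negative controls plus 5 SD, cut at about 13% in these data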;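 note: phagocytic index as fraction of beads internalized from green versus red external bead signal; plate controls were DMSO negative control for no effect and cytochalasin-D positive control for full effect; some results beyond the cut were filed as inactive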
# Yeast life ext = yeast lifespan extension | S. cerevisiae growth with nicotinamide, OD615; deaD strain in restrictive glucose medium | inhibition of the nicotinamide effect, % at 10 µM | 130,000 compounds, 0.68% hits | AID 775;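 active = inhibition above a set limit, placed 3 SD over the median of all compounds, cut at about 26% in these data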;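 note: 0% = nicotinamide-treated wells and 100% = cells grown without nicotinamide; some compounds called inactive have numbers as strong as hits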
#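 Test system – modified budding yeast, DeaD strain · Compound – single dose 10 µM compound, 0.25% DMSO · Times – culture preincubation 4 h, compound exposure 48 h, both 30 °C · Detection – optical density (absorbance) at 615 nm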
# bCat KO growth = beta-catenin-lacking colon tumor cell growth suppression | 140,000 compounds, 1.5% hits | HCT116 beta-catenin knockout viability, CellTiter-Glo, 60 h; stronger effect = lower value | AID 818 | viability, % at 10 µM;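 active = viability at or under a set limit, the compound median less 4 SD, cut at about 6% in these data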;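 note: 0% = Hyamine 1622 control at 20 µM and 100% = untreated cell control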
# E-sel TNF inh = blocks E-selectin expression induced by TNF alpha | HUVEC TNFa-induced E-selectin immunofluorescence, high content | inhibition, % at 2 µM | 120,000 compounds, 0.71% hits | AID 1246;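 active = inhibition above the batch mean plus 3 SD, and confirmed as a hit on visual image review, cut at about 43% in these data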;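 note: 0% = TNF-stimulated DMSO wells and 100% = unstimulated control wells; not every result past the cut was called active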
# * hit, by the source's call; . = not tested or not shown.
SMILES,NPY Y2 blocker,GALR2 blocker,MRP-1 activ,BB579 growth dn,PTEN del growth,Measles CPE,Phagocytosis inh,Yeast life ext,bCat KO growth,E-sel TNF inh
Oc1ccc(Br)cc1/C=N/N1CCCCC1,1,-2,1.5,-16,101,8,-3,-4,98,-4
CC(C)(C)NC(=O)NC(=O)COC(=O)c1ccc(OC(F)F)cc1,4,-4,0.3,-41,96,7,-3,1,101,-15
CC1CCN(C(=O)COC(=O)c2ccc(Br)o2)CC1,3,2,0.3,-3,101,26,0,-1,99,2
CCC1(c2ccccc2)C(=O)NCNC1=O,5,-9,-0.3,4,103,14,.,0,94,.
COc1ccccc1CN1C(=O)c2cccc3cccc(c23)C1=O,2,-10,-2.1,-22,89,5,-5,-2,82,6
O=C(CNS(=O)(=O)c1ccc(C(=O)N2CCOCC2)cc1)N1CCOCC1,4,-8,-0.6,20,88,15,0,-5,88,.
CCC(NS(=O)(=O)c1ccc(C)cc1)C(=O)N1CCN(c2ccccn2)CC1 (stereo not given),-1,0,-3.2,8,99,0,-1,-8,86,.
CC(=O)N1CCc2cc(S(=O)(=O)NCCC(=O)NCCc3ccccc3)ccc21,1,-6,-2.4,-16,92,16,-1,-7,83,-25
Cc1cc(O)c(/C=N/Nc2ccc(Cl)cc2)c(=O)o1,5,1,-2.5,97*,90,1,.,-28,89,-33
Cc1[nH]c2ccccc2c1C(c1ccccn1)c1c(C)[nH]c2ccccc12,0,-3,-1.8,0,75,7,-1,-8,80,.
Cc1ccc(/C=N/NC(=O)CSc2nc3ccccc3c(=O)n2-c2ccccc2C)s1,-2,5,-3.6,-24,80,8,-3,5,76,.
CSC1=C(C#N)C(c2ccc(C)cc2)C2=C(CCCC2=O)N1 (stereo not given),-1,1,-0.6,23,88,18,.,-11,91,11
Cc1cccc(NC(=O)c2cc(NC(=O)C3CCCCC3C(=O)O)ccc2N2CCCCC2)c1 (stereo not given),-3,3,-4.6,-55,98,3,.,-2,94,-33
CNC(=O)c1ccsc1NC(=O)c1ccc(Cl)s1,4,6,-1.0,-50,103,10,0,-12,90,-11
c1ccc2c(CCNc3ncnc4nc[nH]c34)c[nH]c2c1,1,2,-5.1,-20,38,4,0,-2,47,-4

# Some of the entries so far, with values under each structure:
# Order of results – NPY Y2 blocker | GALR2 blocker | MRP-1 activ | BB579 growth dn | PTEN del growth | Measles CPE | Phagocytosis inh | Yeast life ext | bCat KO growth | E-sel TNF inh
- Cc1ccc(/C=N/NC(=O)CSc2nc3ccccc3c(=O)n2-c2ccccc2C)s1
    -2 | 5 | -3.6 | -24 | 80 | 8 | -3 | 5 | 76 | .
- CC1CCN(C(=O)COC(=O)c2ccc(Br)o2)CC1
    3 | 2 | 0.3 | -3 | 101 | 26 | 0 | -1 | 99 | 2

# Going on with the list:
SMILES,NPY Y2 blocker,GALR2 blocker,MRP-1 activ,BB579 growth dn,PTEN del growth,Measles CPE,Phagocytosis inh,Yeast life ext,bCat KO growth,E-sel TNF inh
O=C(OCc1cc2ccccc2[nH]c1=O)c1ccncc1,-2,2,-1.1,-41,96,27,.,-4,96,3
CCCCN(C)C1=CC2=CC(=C(C#N)C#N)CCC2CC1 (stereo not given),3,0,-1.5,-43,98,35,-8,-1,93,.
CCOc1ccc(NC(=S)NN2C(C)CCCC2C)cc1 (stereo not given),2,5,-2.3,-28,86,27,-4,2,86,0
O=C(Nc1ccc2oc(=O)ccc2c1)c1ccc(-c2ccc(Cl)cc2)o1,0,-6,-0.6,-9,97,2,-6,-4,83,.
Cc1ccc(CSc2ncnc3c2cnn3Cc2ccccc2)cc1C,3,-1,0.0,-27,91,18,-2,0,89,16
COc1ccccc1-n1cnnc1SC1CCOC1=O (stereo not given),-2,-6,0.7,-22,89,23,-1,-9,90,-17
CCCOC(=O)/C(=C\c1ccc([N+](=O)[O-])o1)NC(=O)c1ccccc1,1,24,-2.8,-19,38,14,.,.,29,-19
Cc1sc(-n2c(C)cc(/C=C3\SC(=S)NC3=O)c2C)c(C#N)c1C,3,-2,-3.7,-12,67,5,.,-9,76,-50
S=c1[nH]nc([C@@H]2C[C@H]2c2ccccc2)n1-c1ccccc1,6,-3,0.1,-31,89,12,-4,-1,92,.
CCN(CC)S(=O)(=O)c1ccc(NC(=O)CCC2CCCCC2)cc1,3,-15,0.2,-74,81,4,0,-5,97,-5
O=c1cc(NCc2ccco2)[nH]c(=O)n1-c1ccc(Br)cc1,2,3,-2.4,-42,92,15,.,6,92,11
O=C(Nc1cccc(S(=O)(=O)N2CCCCC2)c1)c1ccc2c(c1)OCO2,4,16,-0.8,-23,90,8,-3,5,86,.
CC/C(=N\NC(=S)Nc1ccc(OC)cc1)c1ccc(OC(F)F)cc1,10,-3,-2.5,10,65,13,-2,2,69,.
COc1ccc(OC)c(S(=O)(=O)NC2CCCCC2)c1,2,-8,0.8,-14,108,21,0,-8,108,-8
CC(C)(C)NC(=S)NCCc1ccccc1,3,-2,0.1,17,96,7,-14,2,92,-26
CCOC(=O)c1sc(NC(=O)Cn2nnc3sc4c(c3c2=O)CCC(C(C)(C)C)C4)nc1C (stereo not given),2,-3,-1.2,-65,86,9,.,6,81,-1
N#Cc1ccccc1Cn1c(=O)n(C2CCCC2)c(=O)c2ccccc21,6,-3,-0.6,-36,103,9,0,0,90,13
S=C1NC(c2ccccc2)=NCN1c1ccccc1,-4,-8,0.7,-32,104,11,1,-12,97,8
N#CC1=C2SCN(Cc3ccccc3)CN2C(=O)CC1c1ccc2c(c1)OCO2 (stereo not given),-4,-1,-0.3,-27,85,7,-1,-21,91,-8
N#Cc1c(NC(=O)c2ccncc2)sc2c1CCC2,2,6,-3.2,-38,88,14,0,-16,102,-32
Cc1nnc(NC(=O)c2cccc(F)c2)s1,2,2,-0.3,1,97,3,.,-26,95,-5
COC(=O)C(Cc1cnc(Cl)s1)(C(=O)OC)c1ccccc1[N+](=O)[O-],5,0,-1.2,5,101,1,0,-6,96,-1
COc1cc(C)c(CNc2cccc(C)c2)cc1C,-2,-9,-0.7,-7,89,9,0,3,102,8
Cc1cc(C)n2nc(C(=O)Nc3nccs3)nc2n1,3,7,-0.8,-19,104,9,-1,-3,95,-16
Cc1ccc(CNc2ccc(CNc3ncn[nH]3)cc2)cc1,-2,-13,-1.1,-67,96,10,1,3,95,13
COc1ccc(NC2=C(C(C)=O)C(c3ccc4c(c3)OCO4)C(C(C)=O)C(C)(O)C2)cc1 (stereo not given),1,2,-0.8,-59,90,17,0,0,94,.
COc1cc(NCCCCCCCN)c2ncccc2c1,1,10,-3.1,-30,2.3*,15,.,.,1.7*,-14
O=C(CNC(=O)c1ccc(-c2ccccc2)cc1)OCc1c(Cl)cccc1Cl,7,-7,-1.2,-31,94,-2,-9,0,99,.
O=C(C1CCN(S(=O)(=O)c2ccc(F)cc2)CC1)N1CCOCC1,1,11,1.0,-20,116,16,1,-7,101,.
C/C(NCCCn1ccnc1)=C(\C#N)C(N)=O,2,-2,0.4,-74,105,6,.,0,108,12
Cc1ccc(N)c2c1OCCC2=O,1,20,0.5,-42,93,5,-3,-6,89,.
CC(C)COCC1CC2(CC(C)C(=O)CC2=O)C(=O)O1 (stereo not given),0,-4,-2.3,-30,88,7,0,-27,99,21
Cc1cc(C)cc(CC2CC(=O)N(c3nc(C)cc(C)n3)C2=O)c1 (stereo not given),0,-1,-1.9,-30,82,4,.,-11,98,14
CCN(CC)CC(O)COc1ccc2c(c1)c(C(C)=O)c(C)n2-c1ccccc1 (stereo not given),17*,14,-3.4,-33,40,21,.,.,47,-3
CC(C)(C)OC(=O)NCC(=O)Oc1cc2oc(=O)cc(-c3ccccc3)c2cc1Cl,4,23,-1.1,-17,88,4,-1,-6,86,.
CCOc1ccc(N(C(C)C(=O)NCc2ccco2)S(C)(=O)=O)cc1 (stereo not given),1,-9,-3.0,-16,83,2,-2,-4,81,-50
CC(C)Cc1nc2n[nH]c(N)c2c2c1CCC2,4,-2,-0.7,-40,120,13,-1,0,104,.
O=C(O)CN(c1ccc2c(c1)OCCO2)S(=O)(=O)c1ccccc1,2,-3,-0.3,-4,96,9,-1,-3,98,8
CN(CCCNS(=O)(=O)c1cccc2cccnc12)Cc1ccccc1,2,2,-0.4,-64,97,3,2,0,85,.
Cn1c(SCC(=O)N2CCN(c3ccccc3)CC2)nnc1-c1ccco1,3,3,-2.1,-5,95,6,-2,-17,80,-6
CC(=O)c1c(C)[nH]c(C(=O)NC2=NCCS2)c1C,-2,6,-2.8,-24,87,9,-1,-30,82,0
COc1ccc(-c2c(C(F)(F)F)oc3c(CN4CCN(C)CC4)c(O)ccc3c2=O)cc1,2,-8,-1.1,-30,93,.,-1,-6,90,21
Cc1[nH]c(=O)[nH]c(=O)c1S(=O)(=O)N1CCCC(C(=O)N2CCN(c3ccccc3Cl)CC2)C1 (stereo not given),-2,6,-1.8,-2,97,11,.,-7,116,-17
CN(Cc1ccccc1)c1nc2c(c(=O)n(C)c(=O)n2C)n1CCCc1ccccc1,17,-29,-5.8,-25,46,15,-1,-5,65,.
CCOC(=O)CNC(=O)Cn1cnc2c(nnn2-c2cccc(Cl)c2)c1=O,2,11,-2.9,-11,93,5,-2,-22,100,1
CCOc1ccc(S(=O)(=O)N(CC(N)=O)c2ccc(C)cc2)cc1,1,2,-1.4,-44,103,6,-2,-7,95,1
Cc1nc2sccn2c(=O)c1CCN1CCC(=C(c2ccccc2)c2ccc(F)cc2)CC1,44*,-1,-1.6,-23,68,21,.,-1,62,.
COCC(=O)Nc1nnc(CCc2ccccc2)s1,2,-2,0.1,-34,110,10,-1,-10,101,.
Cc1cc(Cl)ccc1OC(C)C(=O)Nc1ccc(S(=O)(=O)Nc2cnc3ccccc3n2)cc1 (stereo not given),0,-4,0.4,-40,88,11,.,-3,86,0
O=C(COC(=O)c1cccs1)Nc1cccc(S(=O)(=O)N2CCOCC2)c1,4,-5,0.8,7,94,6,-9,0,96,.
CN1CCN(C(=S)Nc2cccc(C(F)(F)F)c2)CC1,2,1,-1.7,-28,97,3,-8,2,96,-9
CC1CCN(C(=O)C(Cc2ccccc2)n2cccc2)CC1 (stereo not given),1,12,-3.1,-13,74,8,0,-4,82,3
O=C(COC(=O)c1cccs1)Nc1ccc(S(=O)(=O)N2CCOCC2)cc1,2,0,1.0,-2,107,5,-9,-1,96,.
C/C(=N\OC(=O)Nc1ccc(Cl)cc1)c1ncc(C(F)(F)F)cc1N1CCOCC1,1,-8,-1.3,-23,91,27,-1,-10,97,-3
Cc1nn(CC(=O)NCc2ccccc2)c(=O)c2ccccc12,0,-2,-0.3,-11,107,9,-4,-14,75,.
CCOc1ccc(NC(=O)CSc2nnc(C)n2CC2CCCO2)cc1 (stereo not given),1,-8,-0.8,-57,102,9,.,-3,104,-66
C/C(N)=C(/C#N)C(=O)COC(=O)c1ccncc1,1,-13,-0.9,-14,78,6,-1,-17,91,.
O=C(O)/C=C/C(=O)Nc1cccc(C(F)(F)F)c1,1,7,-2.3,-29,91,8,-5,3,95,-2
Cc1nn(-c2ccccc2)c(C)c1NC(=O)COc1ccc(F)cc1Cl,5,2,-1.6,-8,80,6,-2,-4,82,28
